High-throughput results as filed in PubChem BioAssay.
DYRK1A inh: blocks rat Dyrk1A kinase activity; Q63470; ADP-Glo luminescence, NFATc1 peptide; inhibition, % at 12.5 µM; 0.43% of 310,000 active; in the data active = inhibition above about 50%;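 note: plate controls were vehicle with enzyme for no effect and no enzyme for full effect; many of its hits are not listed in these tables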
HDAC3 inh: inhibitors of human histone deacetylase 3 | O15379 | recombinant HDAC3, fluorogenic peptide/trypsin coupled, fluorescence | inhibition, % at 8.3 µM | 0.15% of 320,000 active | AID 2718; in the data active = inhibition above about 26%, passing the limit was not always enough; inconclusive = no clear call, values can overlap the other calls
TMEM16A act: activators or potentiators of mouse TMEM16A chloride channel | HEK293 TMEM16A/YFP-H148Q/I152L, iodide quench fluorescence; stronger effect = lower value | B-score at 10 µM | 0.3% of 340,000 active | AID 623877;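 active = fluorescence-ratio B-score plate-corrected deviation score at least 3 library SD below zero, with starting fluorescence score within 5 deviations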;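 note: channel opened by trigger with iodide after compound preincubation; score built on the fluorescence ratio of max minus min over baseline; more negative score means more quench and so TMEM16A activation or potentiation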
Target sequence (Q8BHY3 whole entry, looked up): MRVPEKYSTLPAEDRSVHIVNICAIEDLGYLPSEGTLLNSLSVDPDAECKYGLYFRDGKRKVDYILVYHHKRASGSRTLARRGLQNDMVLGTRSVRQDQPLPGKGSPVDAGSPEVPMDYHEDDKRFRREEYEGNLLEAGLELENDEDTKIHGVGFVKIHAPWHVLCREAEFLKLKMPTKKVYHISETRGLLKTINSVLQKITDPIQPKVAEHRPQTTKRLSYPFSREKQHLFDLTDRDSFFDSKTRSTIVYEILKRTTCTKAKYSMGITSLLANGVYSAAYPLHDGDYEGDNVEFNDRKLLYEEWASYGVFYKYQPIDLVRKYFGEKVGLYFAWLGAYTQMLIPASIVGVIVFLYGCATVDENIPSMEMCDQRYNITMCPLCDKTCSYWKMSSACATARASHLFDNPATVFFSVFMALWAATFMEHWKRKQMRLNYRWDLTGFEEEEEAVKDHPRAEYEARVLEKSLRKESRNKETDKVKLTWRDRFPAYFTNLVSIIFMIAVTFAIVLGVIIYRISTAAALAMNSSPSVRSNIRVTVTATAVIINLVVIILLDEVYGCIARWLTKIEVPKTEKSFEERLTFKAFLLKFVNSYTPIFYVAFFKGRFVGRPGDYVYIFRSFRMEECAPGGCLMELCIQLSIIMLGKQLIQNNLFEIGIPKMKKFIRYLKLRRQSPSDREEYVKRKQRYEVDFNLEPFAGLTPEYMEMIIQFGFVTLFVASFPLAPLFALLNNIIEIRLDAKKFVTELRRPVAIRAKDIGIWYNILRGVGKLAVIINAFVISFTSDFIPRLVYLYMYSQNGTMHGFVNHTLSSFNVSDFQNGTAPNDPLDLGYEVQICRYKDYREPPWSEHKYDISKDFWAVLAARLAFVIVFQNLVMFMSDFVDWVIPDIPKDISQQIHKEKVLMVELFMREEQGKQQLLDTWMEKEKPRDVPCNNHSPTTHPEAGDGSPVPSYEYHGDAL
KCNK3 inh: human KCNK3 channel inhibition, primary screen | 0.84% of 340,000 active | CHO-KCNK3 thallium flux, FluxOR fluorescence; stronger effect = lower value | B-score at 10 µM | O14649 | AID 602410;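 active = B-score under library mean minus 4 SD, starting fluorescence ratio at most library mean plus 5 SD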;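 note: more negative B-score means stronger inhibition of thallium flux through KCNK3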
* hit, by the source's call; i = inactive; ? = inconclusive. The list is partial; rates above refer to the full screens.

DYRK1A inh,HDAC3 inh,TMEM16A act,KCNK3 inh,Compound
1,-3,i,i,O=C(NCCC(=O)N(Cc1ccco1)Cc1cccs1)c1ccccc1Cl
13,-2,i,i,CC(C)NC(=O)Nc1ccc2c(c1)C(=O)N([C@H](C)CO)C[C@H](C)[C@@H](CN(C)C(=O)NC1CCCCC1)O2
3,-10,i,i,CC12CCC(=O)N1C(C(=O)Nc1nc3ccc(F)cc3s1)CS2 (stereo not given)
2,4,i,i,NS(=O)(=O)c1ccc(CCNC(=O)C2CC(=O)N(Cc3ccccc3Cl)C2)cc1 (stereo not given)
10,13,i,i,Cc1ccc(S(=O)(=O)N2CCN(C(=O)CN3CCCSc4ccccc43)CC2)cc1
3,9,i,i,O=C(NN=Cc1ccc(O)cc1O)c1ccccc1NS(=O)(=O)c1cccs1
2,-1,i,i,COc1cccc(CC(=O)OCc2csc(CC(=O)Nc3ccccc3C)n2)c1
-5,4,i,i,COC(=O)[C@]1(Cc2ccccc2)N[C@H](CN(C)S(=O)(=O)c2ccc(C)cc2)[C@@H]2C(=O)N(Cc3ccccc3)C(=O)[C@@H]21
-3,-10,i,i,COC(=O)c1cc(C(=O)OCC(=O)Nc2ccc(N3CCOCC3)cc2)cc([N+](=O)[O-])c1
13,5,i,i,O=C(NCc1ccc2c(c1)OCO2)c1c(-c2ccsc2)sc2ccccc12
1,17,i,i,O=C1N[C@@H](Cc2ccccc2)COC(=O)[C@H](Cc2ccc(F)cc2)C/C=C\C[C@@H]1CC(=O)N(CCO)Cc1ccccc1
7,-2,i,i,Cc1cccc(NC(=O)c2nc[nH]c2C(=O)NCCCCNC(=O)c2[nH]cnc2C(=O)Nc2cccc(C)c2)c1
-2,16,i,i,CC(C)c1cccc(C(C)C)c1OC(=O)[C@H]1OC(c2ccc(Br)cc2)=C[C@@H]1c1ccc(Br)cc1
-1,2,i,i,COc1ccc([C@@H](OC)[C@@]2(Cc3ccc(O)cc3)N=C(N)N(C)C2=O)cc1
-3,-1,i,i,CCN(C(=O)COC(=O)c1ccc(SC)cc1OC)C1CCS(=O)(=O)C1 (stereo not given)

DYRK1A inh,HDAC3 inh,TMEM16A act,KCNK3 inh,Compound
-5,13,i,i,CC1CCCC(NC(=O)CSc2nnc(-c3cccnc3)n2N)C1C (stereo not given)
0,-8,i,i,Cc1cnc(C(=O)OCC(=O)Nc2c(Cl)cc(Cl)cc2Cl)cn1
-5,5,i,i,CC(Oc1cccc([N+](=O)[O-])c1)C(=O)NCCC1=CCCCC1 (stereo not given)
9,0,i,i,CCOC(=O)c1ccc(/[N+]([O-])=C/c2ccccc2)cc1
5,-6,i,i,Cn1cccc1C(=O)OCC(=O)N1CCc2ccccc21
-35,1,i,i,CCC/C(C(=O)NCCO)=C1/c2ccccc2C(=O)N1c1ccccc1
-5,2,i,i,CCOC(=O)C(Cc1ccc(NC(C)=O)cc1)N1C(=O)c2ccccc2C1=O (stereo not given)
14,-2,i,i,Cn1cncc1C#Cc1c(C=O)n(C)c2ccccc12
8,-3,i,i,Cc1ccnc2nc(C(=O)OC(C)C(=O)NCc3ccccc3)nn12 (stereo not given)
3,-1,i,i,Cc1ccc(NC(=O)COC(=O)CN2C(=O)C3CCCCC3C2=O)cc1C (stereo not given)
5,-6,i,i,C=CCn1c(SCC(=O)Nc2c(C)n(C)n(-c3ccccc3)c2=O)nnc1-c1cccnc1
7,-4,i,i,O=C(NN1C(=O)NC2(CCCCC2)C1=O)c1ccc(Cl)c(Cl)c1
6,-7,i,i,CN(Cc1ccccc1)C(=O)COC(=O)c1cc2ccccc2oc1=O
14,4,i,i,Cc1c(C(=O)NCC(c2ccco2)N2CCCC2)sc2ccccc12 (stereo not given)
32,9,i,i,Cc1cnc(NC(=O)c2cccc(S(=O)(=O)N3CCOCC3)c2)s1

DYRK1A inh,HDAC3 inh,TMEM16A act,KCNK3 inh,Compound
7,-5,i,i,O=C1CN(C(=O)COC(=O)c2ccc(C(F)(F)F)cc2)c2ccccc2N1
-2,-5,i,i,O=C(Cn1ncc(Cl)c(Cl)c1=O)NC1CCCCC1
-6,-4,i,i,CCOc1ccccc1N1CC(C(=O)N2CCN(Cc3ccc(C#N)cc3)CC2)CC1=O (stereo not given)
-7,4,i,i,Cc1cnc(C(=O)OCC(=O)Nc2ccc3c(c2)OCCO3)cn1
10,-1,i,i,CN(Cc1cccc(F)c1)C(=O)CN1CCN(S(=O)(=O)c2ccc3c(c2)OCCCO3)CC1
-2,-87,i,i,O=C(NC1CCCC1)c1cc2c(=O)n3ccccc3nc2s1
1,2,i,i,O=C(COC(=O)c1ccc([N+](=O)[O-])o1)NCc1ccc(F)cc1
-4,-9,i,i,O=C1C=C(c2cc3ccccc3s2)C[C@@H](c2ccc(F)cc2)C1
0,3,i,i,COc1cccc(/C=C/C(=O)OCC(=O)N2CCCC2)c1OC
9,3,i,i,Cc1occc1-c1nnc(SCC(=O)NC2CCCCC2)o1
-3,-5,i,i,CN(C)c1ccc(C(=O)OCC(=O)c2ccc[nH]2)cc1
-3,-16,i,i,Cc1ccccc1CSc1nc2ccccc2c(=O)n1C
-7,-4,i,i,Cc1ccc(S(=O)(=O)NCC(=O)OCC(=O)N2C(C)CCCC2C)cc1 (stereo not given)
1,0,i,i,Cc1ccc(N(C)S(=O)(=O)c2cccc(C(=O)NCCCN3CCCC3=O)c2)cc1
-5,-2,i,i,CN(Cc1cccc(F)c1)C(=O)c1ccc(S(=O)(=O)N2CCOCC2)cc1

DYRK1A inh,HDAC3 inh,TMEM16A act,KCNK3 inh,Compound
-4,5,i,i,C[C@@H](NC(=O)c1nc[nH]c1C(=O)N(C)Cc1ccccc1)c1ccccc1
0,0,i,i,CCCNC(=O)C(Cc1ccccc1)NC(=O)c1ccc(C(F)(F)F)cc1 (stereo not given)
7,0,i,i,CC1(C)O[C@H]2CC(=O)OC[C@]23[C@H]2CC[C@@]4(C)[C@H](c5ccoc5)OC(=O)[C@H]5O[C@]54[C@]2(C)[C@@H](O)C[C@@H]13
45,-1,i,i,Cc1cccc(CNc2ncnc3ccc(-c4ccc5c(c4)OCCO5)cc23)c1
-4,2,i,i,CN(CC(=O)Nc1c(Cl)cccc1Cl)C(=O)C1CC(=O)N(Cc2ccccc2)C1 (stereo not given)
5,5,i,i,CN1C(=O)N(CC(=O)N2CCN(c3ccccc3F)CC2)C(=O)C12CCCCC2
3,6,i,i,C[C@H]1CN([C@@H](C)CO)C(=O)c2cccc(NC(=O)C3CC3)c2O[C@H]1CN(C)Cc1ccc(-c2ccccc2)cc1
2,11,i,i,O=C(CSc1nc2ccccc2[nH]1)Nc1ccc2[nH]c(=O)[nH]c2c1
-4,-2,i,i,CC(=O)c1ccc(S(=O)(=O)N2CCN(C(=O)c3ccc(-n4nc(C)c(Cl)c4C)cc3)CC2)cc1
0,-3,i,i,Cc1ccc(S(=O)(=O)CCC(=O)OCC(=O)NC(C)c2ccc(F)cc2)cc1 (stereo not given)
-4,-4,i,i,CC[C@@H]1CCCCc2ccccc2[C@@H](C(=O)C[C@@H](O)CC(C)=O)OC1=O
0,3,i,i,CC(C)c1ccc(CCNC(=O)CCNS(=O)(=O)c2ccc(Br)cc2)cc1
0,-4,i,i,C=C[C@@H](C)N(Cc1ccc(OC)cc1)S(=O)(=O)N(Cc1ccccc1)[C@H](C=C)C(C)C
3,-1,i,i,COc1cc(F)cc(-c2ccc3c(c2)c(C#Cc2ccsc2)c(-c2cc(OC)cc(OC)c2)n3C)c1
0,-2,i,i,Cc1c(NC(=O)c2cc(Br)ccc2Cl)cccc1-n1cnnn1

DYRK1A inh,HDAC3 inh,TMEM16A act,KCNK3 inh,Compound
9,9,i,i,O=C(NCC1CCCO1)c1cc([N+](=O)[O-])ccc1N1CCC(Cc2ccccc2)CC1 (stereo not given)
6,2,i,i,CC(=O)Nc1sc(C)c(C)c1C(=O)OCC(=O)NCc1ccc(F)cc1
2,-3,i,i,Cc1ccc(S(=O)(=O)NC2CC(C)(C)N(O)C(C)(C)C2)cc1
-3,5,i,i,O=C(COc1ccccc1F)NNC(=O)c1ccc(F)c(S(=O)(=O)N2CCOCC2)c1
9,-1,i,i,CCCCN1C(=N)N([C@@H](C)CN2CCC[C@H]2CN2C(N)=NC[C@H]2CC(C)C)C[C@H]1Cc1ccccc1
1,0,i,i,COc1ccccc1CNC(=O)COC(=O)c1cccc(-n2cnnn2)c1
5,1,i,i,COc1ccc(NC(=O)CN2C(=O)C(=O)N(C3CCCC3)C2=O)c(OC)c1
-4,-3,i,i,CC(C)NC(=O)N(C)C[C@H]1Oc2ccc(NC(=O)Nc3ccccc3)cc2C(=O)N([C@@H](C)CO)C[C@@H]1C
1,-1,i,i,C=C[C@@H]1c2c(F)cccc2N(S(=O)(=O)c2ccc(C)cc2)[C@H](c2ccc(C(=O)OC)cc2)C1(C#N)C#N
-1,-9,i,i,CC(=O)N/C(=C\c1ccccc1)C(=O)OCC(=O)Nc1ccc(C)c(S(=O)(=O)N(C)C)c1
-4,2,i,i,COc1cccc(CNc2ncnc3ccc(-c4c(C)noc4C)cc23)c1
-1,12,i,i,N#Cc1ccc(NC(=O)COc2ccc(-n3cnnn3)cc2)cc1
-5,-17,i,i,CCCN1C(=O)C(=O)N(CC(=O)c2cc(C)n(C3CC3)c2C)C1=O
-9,-1,i,i,CC1(C)C(=O)Nc2ccccc2N1C(=O)COC(=O)Cc1ccccc1F
-4,9,i,i,Cc1ccc(S(=O)(=O)Nc2ccc3nc(C)sc3c2)c(C)c1

DYRK1A inh,HDAC3 inh,TMEM16A act,KCNK3 inh,Compound
2,-18,i,i,C/C=C(\C)C(=O)OC(C)(C)[C@@H]1Cc2cc3ccc(=O)oc3cc2O1
-5,-1,i,i,COc1ccc(S(=O)(=O)Nc2cccc3c2O[C@H](CN(C)Cc2ccc(C(=O)O)cc2)[C@@H](C)CN([C@H](C)CO)C3=O)cc1
10,-3,i,i,CC(C)Oc1ccc(C(=O)Nc2cccc(S(=O)(=O)N3CCCC3)c2)cc1
3,2,i,i,CCOc1ccccc1N1CCN(C(=O)C2=CC=CN3CCS(=O)(=O)N=C23)CC1
0,3,i,i,O=C(Nc1ccc(NS(=O)(=O)c2ccccc2)cc1)c1ccccc1Cl
8,-8,i,i,COc1ccc2cc(-c3ccccc3F)ncc2c1
2,-1,i,i,CC1CC(C)CN(S(=O)(=O)c2ccc3c(c2)CC(=O)N3)C1 (stereo not given)
7,-15,i,i,COc1ccc(-c2c3c(cc4ncn(Cc5ccccc5)c24)COC3=O)cc1
8,2,i,i,CCCNC(=O)c1onc(CS(=O)(=O)c2cc(C)cc(C)c2)c1C(=O)NCCC
-1,7,i,i,Cc1cccc(OCCOC(=O)c2ccc(F)c(S(=O)(=O)N3CCOCC3)c2)c1
-3,5,i,i,O=C(c1ccc2c(c1)OCCO2)N1CCN(Cc2c(F)cccc2Cl)CC1
33,1,i,i,CCCCNc1c(-c2ccc(-c3cccc(Cl)c3)cc2)nc2ccc(Cl)cn12
-2,?,i,i,COc1ccccc1NS(=O)(=O)c1ccc(C(=O)N2CCN(c3ccccc3)CC2)cc1
-7,0,i,i,Cc1cccc(NC(=O)COC(=O)C2COc3ccccc3O2)c1C (stereo not given)

Exported tab-delimited: entries from further up.
SMILES	DYRK1A inh	HDAC3 inh	TMEM16A act	KCNK3 inh
COc1ccc(S(=O)(=O)Nc2cccc3c2O[C@H](CN(C)Cc2ccc(C(=O)O)cc2)[C@@H](C)CN([C@H](C)CO)C3=O)cc1	-5	-1	i	i
CC(C)Oc1ccc(C(=O)Nc2cccc(S(=O)(=O)N3CCCC3)c2)cc1	10	-3	i	i
CCOc1ccccc1N1CCN(C(=O)C2=CC=CN3CCS(=O)(=O)N=C23)CC1	3	2	i	i
O=C(Nc1ccc(NS(=O)(=O)c2ccccc2)cc1)c1ccccc1Cl	0	3	i	i
COc1ccc2cc(-c3ccccc3F)ncc2c1	8	-8	i	i
CC1CC(C)CN(S(=O)(=O)c2ccc3c(c2)CC(=O)N3)C1 (stereo not given)	2	-1	i	i
COc1ccc(-c2c3c(cc4ncn(Cc5ccccc5)c24)COC3=O)cc1	7	-15	i	i
CCCNC(=O)c1onc(CS(=O)(=O)c2cc(C)cc(C)c2)c1C(=O)NCCC	8	2	i	i
Cc1cccc(OCCOC(=O)c2ccc(F)c(S(=O)(=O)N3CCOCC3)c2)c1	-1	7	i	i
O=C(c1ccc2c(c1)OCCO2)N1CCN(Cc2c(F)cccc2Cl)CC1	-3	5	i	i
CCCCNc1c(-c2ccc(-c3cccc(Cl)c3)cc2)nc2ccc(Cl)cn12	33	1	i	i
COc1ccccc1NS(=O)(=O)c1ccc(C(=O)N2CCN(c3ccccc3)CC2)cc1	-2	?	i	i
Cc1cccc(NC(=O)COC(=O)C2COc3ccccc3O2)c1C (stereo not given)	-7	0	i	i
